Assay outcomes as filed in PubChem BioAssay.
p53null 32C tox = qHTS Screen for Compounds that Selectively Target Cancer Cells with p53 Mutations: Cytotoxicity of p53 Null Cells at the Permissive Temperature; H1299-neo p53 null cells, ATP luminescence, 24 h, 32C; Potency, µM (doses to about 46.1 µM), for inactives: top-dose activity change, negative = cytotoxicity, usual class: cytotoxic; actives 0.62% (n = 55,000);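 note: potency is the fitted concentration of half-maximal effect; 0% = DMSO only and -100% = full killing by 100 µM tamoxifen; nearly all actives have a fitted effect of over 55% in size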
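Overnight 37C seeding (600 cells/well) of H1299-neo preceded a 24 hr, 32C exposure to compounds up to 46 uM. ATP levels, read by luminescence after 20 min at RT, indicated surviving cells.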
PTAP-TSG101 blk = qHTS Validation Assay for Inhibitors of HIV-1 Budding by Blocking the Interaction of PTAP/TSG101: Sytravon Library Screen; 44,000 tested, under 10 active; Potency, µM (highest dose often 115 µM), without a hit: top-dose activity change, negative = inhibition, hits mostly inhibitors; Fluorescence polarization, FITC-PTAP peptide/Tsg101, 20 min; Tumor susceptibility gene 101 protein (Homo sapiens), Q99816; AID 1347069, 2019; note: potency is the fitted concentration of half-maximal effect; 0% is about no effect
Target sequence (Q99816 whole entry, looked up): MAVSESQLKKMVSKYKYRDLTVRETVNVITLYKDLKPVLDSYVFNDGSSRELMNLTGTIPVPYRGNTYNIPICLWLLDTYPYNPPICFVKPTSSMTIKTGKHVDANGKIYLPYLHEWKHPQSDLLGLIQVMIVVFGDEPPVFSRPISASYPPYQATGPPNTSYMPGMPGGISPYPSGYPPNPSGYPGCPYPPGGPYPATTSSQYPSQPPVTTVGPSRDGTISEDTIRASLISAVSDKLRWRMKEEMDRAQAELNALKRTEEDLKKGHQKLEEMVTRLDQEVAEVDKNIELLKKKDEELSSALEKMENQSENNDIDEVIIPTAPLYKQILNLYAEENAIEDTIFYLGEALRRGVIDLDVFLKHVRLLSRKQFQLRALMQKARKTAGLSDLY
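Fluorescence polarization: Tsg101 binding domain (10 uM final) in 10 mM HEPES pH 7.5, 0.15 M NaCl, 0.01% Tween 20, 3 mM EDTA, 0.1 mM TCEP; compounds pinned; FITC-PTAP peptide 50 nM final; 20 min, r.t.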
B2AR arrestin ag = qHTS assay of beta-arrestin-biased ligands of beta2-adrenergic receptor: NCGC Sytravon Library Screen. 44,000 tested, under 10 active. Beta-2 adrenergic receptor (Homo sapiens), P07550. AID 1347077, 2019. Potency, µM (top dose mostly 46.1 µM), for the others: at the highest dose activation, actives largely listed as activators. HTLA Tango cells, beta-arrestin recruitment, luciferase luminescence, 18 h;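 note: potency is the fitted concentration of half-maximal effect; 0% = DMSO and full agonism = EC100 isoproterenol or metaproterenol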
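Receptor–beta-arrestin recruitment read by tTA-responsive luciferase: compound titrations (up to 46 µM) incubated 18 h with Tango cells, then luminescent substrate 15 min at room temperature. Concentration-response fits classified by r2, efficacy and activity.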
NTMT1 inh = Primary qHTS for Inhibitors of N-terminal methyltransferase 1 (NTMT1): MTaseGlo Assay | N-terminal Xaa-Pro-Lys N-methyltransferase 1 (Homo sapiens), Q9BV86 | NTMT1 MTase-Glo SAH luminescence, purified enzyme | Potency, µM (titrated, usually from 114 µM), without a hit: at the highest dose activity change, negative = inhibition, usual class: inhibitors | actives 2.5% (n = 59,000);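 note: potency is the fitted concentration of half-maximal effect; plate controls were DMSO vehicle for no effect and no enzyme for full effect; nearly all actives have a fitted effect of over 65% in size; many of its hits are not listed in these tables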
Target sequence (Q9BV86 whole entry, looked up): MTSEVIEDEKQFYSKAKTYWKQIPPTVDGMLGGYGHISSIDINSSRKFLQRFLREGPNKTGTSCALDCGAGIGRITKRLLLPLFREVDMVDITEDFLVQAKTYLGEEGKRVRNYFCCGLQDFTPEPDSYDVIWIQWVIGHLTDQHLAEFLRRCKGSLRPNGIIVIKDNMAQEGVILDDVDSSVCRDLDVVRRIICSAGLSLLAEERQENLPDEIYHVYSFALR
GALK inh = qHTS Assay for Inhibitors of Human Galactokinase (GALK): NCGC Sytravon Library Screen; P51570; recombinant GALK, Kinase-Glo ATP luminescence, 1 h; Potency, µM (titrated, usually from 57.5 µM), inactives show at the top dose activity, negative = inhibition, actives largely listed as inhibitors; 44,000 tested, under 10 active;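 note: plate controls were full GALK reaction for no effect and reaction lacking GALK for full effect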
Target sequence (P51570 whole entry, looked up): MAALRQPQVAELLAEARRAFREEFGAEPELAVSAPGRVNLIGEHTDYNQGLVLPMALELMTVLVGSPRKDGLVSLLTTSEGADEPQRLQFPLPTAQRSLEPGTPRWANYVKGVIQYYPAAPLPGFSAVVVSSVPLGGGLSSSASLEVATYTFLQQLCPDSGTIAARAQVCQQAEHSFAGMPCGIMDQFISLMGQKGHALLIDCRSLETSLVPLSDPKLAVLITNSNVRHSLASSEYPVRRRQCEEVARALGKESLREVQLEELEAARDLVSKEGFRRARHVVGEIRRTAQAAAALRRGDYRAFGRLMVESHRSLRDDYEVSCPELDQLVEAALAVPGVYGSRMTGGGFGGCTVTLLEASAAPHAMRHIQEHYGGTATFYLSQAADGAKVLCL
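Luminescent ATP-depletion readout (Kinase-Glo Plus, 10 min) after 1 h RT reaction of 5 nM GALK, 35 uM ATP, 100 uM galactose, pH 8.0 HEPES buffer. Decreased kinase activity scored as inhibition.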
p53null 39C tox = qHTS Screen for Compounds that Selectively Target Cancer Cells with p53 Mutations: Cytotoxicity of p53 Null Cells at the Nonpermissive Temperature | actives 0.97% (n = 55,000) | H1299 p53-null (neo) cells, 39C, ATPlite viability, 24 h | Potency, µM (top dose mostly 46.1 µM), for inactives: top-dose activity, negative = cell killing, actives largely listed as cytotoxic | AID 904, 2007;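 note: potency is the fitted concentration of half-maximal effect; 0% = DMSO only and -100% = full killing by 100 µM tamoxifen; nearly all actives have a fitted effect of over 50% in size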
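Luminescent ATP signal reported cell survival after H1299 lines (neo, p53 null; or p53 A138V) received up to 46 uM compound and 24 hr incubation at 39C.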
FH mod = Identification of activators of human fumarate hydratase by quantitative high-throughput screening; Fumarate hydratase, mitochondrial (Homo sapiens), P07954; FH coupled MDH/diaphorase resazurin fluorescence, 15 min; Potency, µM (top dose mostly 79.9 µM), without a hit: at the highest dose activity change, negative = inhibition, most hits filed as inhibitors; actives 0.22% (n = 54,000); AID 1347055, 2019; note: potency is the fitted concentration of half-maximal effect; % is set by controls: 0 for no effect and ±100 for the full control effect; the screen sought activators but most active calls are inhibition curves; nearly all actives have a fitted effect of over 45% in size
* = called active by the depositor; ? = inconclusive; / = not tested or not shown; & = joins results of further samples; [ ] = dose if it differs, or a comment. Calls come from the whole dose curve; as a rule, active = well fitted curve in the direction sought with a large enough effect; inconclusive = small, poorly fitted or top-dose-only effect, or another doubt; inactive = no such curve, though single readings can be large; an effect the other way counts as inactive or inconclusive. Some of the compounds tested (hit frequency here may not be typical).

SMILES	p53null 32C tox	PTAP-TSG101 blk	B2AR arrestin ag	NTMT1 inh	GALK inh	p53null 39C tox	FH mod
COc1ccc(OC)c(NC(=O)CS(=O)(=O)Cc2nc(-c3ccc(C)cc3)oc2C)c1	-1%	1%	-2%	-9%	-14%	-6%	-19%
CCN(CC)CCNC(=O)CN1C(=O)CSc2ccc(S(=O)(=O)N3CCOCC3)cc21	2%	-2%	-1%	9%	3%	25%	3%
O=C(NCCc1ccccc1)c1cc2sccc2n1Cc1ccc(F)cc1	-5%	-1%	0%	-8%	7%	3%	2%
CC(=O)c1ccc(N2C(=O)N(Cc3cc(C)ccc3C)c3ccccc3S2(=O)=O)cc1	39%[activator]	-1%	0%	11%	-5%	20%	-16%
Cc1ccc(Cn2c(=O)n(Cc3nc(-c4ccccc4)no3)c(=O)c3cc4c(cc32)OCO4)cc1	2%	-7%	0%	11%	2%	-4%	10%
CCC(=O)N1CCc2cc(Br)cc(S(=O)(=O)CCC(=O)NCc3cccc(OC)c3)c21	4%	-1%	-1%	-19%	0%	5%	5%
Cc1ccc(-c2nnc(Nc3cccc(C(F)(F)F)c3)c3ccccc23)cc1S(=O)(=O)N1CCOCC1	-4%	1%	0%	19%	-1%	17%	-13%
CCn1c(=O)cc(SCC(=O)Nc2ccc(C)c(F)c2)c2ccccc21	6%	2%	-1%	4%	-2%	-13%	10%
COc1ccccc1NC(=O)NCCN1CCN(c2cccc(Cl)c2)CC1	-4%	1%	0%	0%	1%	-7%	-6%
COc1ccc(CNc2oc(-c3ccc(COc4ccc(Cl)cc4)o3)nc2C#N)cc1	19%	8%	-5%	6%	2%	4%	?
Cc1ccc2nc(COc3ccccc3NC(=O)COc3ccccc3Cl)cc(=O)n2c1	0%	-7%	0%	16%	1%	-6%	3%
Cc1cccn2c(=O)c(C(=O)NC(C)c3ccccc3)c(O)nc12 (stereo unspecified)	2%	2%	-1%	2%	-6%	18%	-4%
O=C(Nc1ccccc1C(F)(F)F)c1ccc2oc(=O)c(S(=O)(=O)c3ccc(F)cc3)cc2c1	1%	-10%	0%	2%	-1%	69%[activator]	-7%
CCOC(=O)c1ccccc1NC(=O)c1sc2nc3n(c(=O)c2c1C)CCCC3	-6%	-5%	2%	6%	4%	-7%	-8%
O=C(c1ccc2c(c1)N(Cc1ccccc1)C(=O)c1ccccc1S2(=O)=O)N1CCCCCC1	-6%	-10%	-1%	4%	7%	-18%	-14%
COc1ccc(-c2nc(SCC(=O)NC3CCCC3)c(-c3ccc(F)cc3)[nH]2)cc1OC	6%	0%	8%	-5%	2%	-12%	-11%
CCCc1nn2c(=O)cc(COc3ccc(/C=C(\C#N)C(=O)Nc4ccccc4)cc3)nc2s1	?	-1%	1%	10%	6%	-3%	-12%
Cc1ccc(C(=O)Nc2c(C)nc3ccccn3c2=O)cc1	-12%	-5%	0%	4%	0%	-28%	1%
Cc1noc(-c2ccc(-c3noc(-c4cccc(Cl)c4)n3)cc2)n1	-1%	-3%	7%	3%	3%	37%[activator]	-6%
Cc1cccc(NS(=O)(=O)c2c(C)nc3sccn3c2=O)c1C	3%	1%	2%	-1%	1%	-13%	-16%
COc1cccc(Cn2c(=O)n(-c3ccccc3C)c(=O)c3c2c2cc(C)ccc2n3C)c1	-22%	-2%	0%	-7%	-1%	-12%	?
COc1ccc(-n2nc3ccc(NC(=O)c4cc5ccccc5o4)cc3n2)cc1Cl	1%	2%	1%	-4%	0%	-11%	2%
CCN(CC)c1cc(C)c2cc(NC(=O)/C=C/c3ccccc3OC(C)C)ccc2n1	10%	-6%	1%	0%	-6%	6%	-17%
COC(=O)CN1C(C(=O)c2ccccc2)=C(OC(=O)c2ccc(F)cc2)c2ccccc2S1(=O)=O	1%	0%	0%	15%	-1%	4%	-11%
O=C(CSc1ncc(-c2ccccc2)[nH]1)Nc1ccccc1	7%	2%	2%	-12%	-3%	-24%	-8%
CCOc1ccccc1NC(=O)CN1C(=O)CC(c2ccc(C)c(C)c2)=Nc2ccccc21	-27%	-6%	0%	?	0%	-24%	-6%
O=S(=O)(c1ccc(Br)cc1)c1nc(-c2cccs2)oc1SCc1ccccc1F	4%	12%	0%	10%	4%	9%	-14%
CCCCCOc1ccc(/C=C/C(=O)Nc2sc(C(C)=O)c(C)c2C(=O)OCC)cc1OC	4%	1%	0%	?	3%	27%	-7%
Cn1c(=O)c2c(nc(NCCc3ccccc3)n2Cc2ccc(Cl)c(Cl)c2)n(C)c1=O	-5%	-2%	1%	11%	0%	4%	-3%
COc1ccc(OC)c(CCNc2nc3ccccc3c3nc(-c4cccnc4)nn23)c1	6%	2%	-1%	18%	-1%	-11%	-7%
COc1cccc2c1Oc1ncccc1N(C(=O)Nc1cccc(Cl)c1)C2	-6%	-6%	0%	-14%	-4%	-12%	-24%
CCOC(=O)C1CCN(C(c2ccc(F)cc2)c2sc3nc(-c4ccco4)nn3c2O)CC1 (stereo unspecified)	4%	-2%	-1%	10%	-1%	18%	?
O=C(NCC(c1ccc(Cl)cc1)N1CCCCC1)c1ccc(F)cc1 (stereo unspecified)	-10%	0%	-4%	-1%	-10%	-9%	-11%
COc1cc(OC)c(NC(=O)c2csc3c2CCC(C)C3)cc1Cl (stereo unspecified)	8%	-4%	0%	-1%	4%	?	-14%
COc1cc(OC)c(OC)cc1CNc1sc2c(c1C(=O)Nc1ccccc1OC)CCC2	-5%	2%	-1%	-19%	-1%	1%	?
CCCC(=O)Nc1cc(C(=O)NCc2ccc(OC)cc2)ccc1S(=O)(=O)c1ccc(Cl)cc1	13%	0%	0%	-19%	4%	1%	-18%
Cc1ccc(C)c(Cn2nc(C)n3c(cc4cc(C)ccc43)c2=O)c1	0%	3%	-2%	10%	-1%	-21%	-18%
CCOC(=O)C1CCCCN1S(=O)(=O)c1csc(C(N)=O)c1 (stereo unspecified)	2%	0%	-1%	5%	0%	-10%	-4%
COC(=O)c1ccccc1NC(=O)Cn1nnc(-c2ccc(OC)cc2)n1	1%&11%	-1%	1%	5%	2%	16%&11%	-6%
CCOc1ccc(C(=O)Nc2nnc(S(=O)(=O)Nc3ccccc3)s2)cc1	2%	-1%	0%	10%	-12%	2%	-16%
Cc1ccc(-n2nc(C)c3c(C)cc(=O)n(CC(=O)N4CCCc5ccccc54)c32)cc1	-8%	-5%	5%	4%	-2%	2%	6%
CCC(=O)N(CCC(c1ccccc1)c1ccc2c(c1)OCO2)Cc1ccc(OC(C)C)cc1 (stereo unspecified)	13%	-3%	0%	21%	-1%	22%	-14%
CC1CCN(C(=O)c2cc(-c3cccc(Cl)c3)on2)CC1	-10%	-3%	0%	/	6%	-7%	/
COc1cccc(CNC(=O)C(CC(C)C)NS(=O)(=O)c2ccc3c(c2)oc(=O)n3C)c1 (stereo unspecified)	4%	-1%	1%	7%	-3%	5%	-16%
O=C(NCc1ccc2c(c1)OCO2)c1ccc2c(c1)N(Cc1c(F)cccc1Cl)C(=O)c1ccccc1S2	6%	-3%	1%	3%	1%	-1%	-8%
CCCNC(=O)C1=CC(c2ccc3c(c2)OCO3)=NS(=O)(=O)N1C	-1%	-2%	-1%	-6%	2%	-16%	-6%
Cc1noc(-c2ccccc2OCC(=O)Nc2cccc([N+](=O)[O-])c2)n1	1%	-1%	-2%	-4%	3%	-5%	-17%
CCCn1c(=O)c2sccc2n2c(CCCC(=O)NCc3ccccc3)nnc12	2%	0%	-1%	-4%	0%	-3%	0%
Fc1ccc(Nc2nc(-c3ccc(F)cc3)c3c(n2)-c2ccccc2OC3)cc1	-5%	5%	-2%	4%	4%	-1%	-27%
O=C(CN1C(=O)CSc2ccc(S(=O)(=O)N3CCOCC3)cc21)NCCCN1CCCCC1	-2%	-3%	0%	-17%	-1%	-19%	-3%
COc1ccc(C(=O)NCc2nnc(SCC(=O)Nc3ccccc3)n2-c2ccc(F)cc2)cc1	-4%	1%	1%	13%	0%	-12%	6%
COc1ccc(N2CCN(S(=O)(=O)c3ccc(-c4ccno4)cc3OC)CC2)cc1	-9%	-8%	0%	-14%	1%	21%	-11%
CC1=C(c2ccc(C)cc2)S(=O)(=O)N(Cc2ccc(C(=O)Nc3ccc(F)cc3C)cc2)C1=O	-6%	3%	0%	?	1%	8%	-11%
CCOc1ccc(NC(=O)CSc2nnc(NC(=O)Nc3ccccc3)s2)cc1	-3%	-1%	-4%	1%	2%	-1%	7%
Cc1ccc2c(c1)cc(C(=O)Nc1ccccc1C)n2C	8%	0%	-4%	12%	0%	-13%	-1%
CCOC(=O)CSc1nc2ccccc2c(=O)n1CCc1ccc(OC)c(OC)c1	-10%	-4%	-3%	-1%	0%	23%	-16%
CC(C)S(=O)(=O)c1oc(-c2ccc(F)cc2)nc1S(=O)(=O)c1ccc(F)cc1	?	-1%	-1%	-2%	-2%	13µM*	-15%
COc1ccc([N+](=O)[O-])cc1NC(c1nnc(-c2ccccc2)o1)c1ccccc1F (stereo unspecified)	6%	-1%	-1%	-20%	1%	16%	-16%
Cc1ccc(NC(=O)c2c(C(=O)Nc3ccccc3)sc3nc(C)cc(=O)n23)c(C)c1	-6%	2%	-1%	/	0%	-17%	/
COc1ccc(-n2cc3c(c2-c2cccc(Br)c2)c(=O)n(C)c(=O)n3C)cc1OC	-1%	3%	-3%	-5%	0%	6%	-8%
Cc1c(C(=O)NCc2ccccc2)sc2nc3n(c(=O)c12)CCC3	10%	-3%	0%	-9%	1%	31%[activator]	-12%

An excerpt from above, showing only FH mod:
Molecule,FH mod
CCCNC(=O)C1=CC(c2ccc3c(c2)OCO3)=NS(=O)(=O)N1C,-6%
Cc1noc(-c2ccccc2OCC(=O)Nc2cccc([N+](=O)[O-])c2)n1,-17%
CCCn1c(=O)c2sccc2n2c(CCCC(=O)NCc3ccccc3)nnc12,0%
